TIM10 inh: growth inhibitors of isogenic TIM10 control yeast, primary screen, counter-screen for tim10-1 yeast inhibitor project, luminescence, uHTS; 330,000 tested, 1.4% active; inhibition, % at 10 µM; S. cerevisiae TIM10 strain growth, BacTiter-Glo luminescence, 24 h;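 active means inhibition of 40% or more at the single tested concentration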;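 further: wild-type TIM10 isogenic control strain grown at permissive 25 °C; 0% = DMSO yeast wells and 100% = minimal medium wells without yeast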
XBP1 UPR activ: activators of adaptive XBP1 UPR arm, primary screen, cell-based, CHO-XBP1 luciferase reporter, luminescence, uHTS. IRE1-XBP1 UPR activation; percent of tunicamycin response, DMSO as zero. AID 463104, 2010. 330,000 tested, 0.33% active. activation, % at 20 µM;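 active means versus positive control, 20 µM dose yields 30% or more activation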;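 further: 100% = tunicamycin at 10 µg/mL and 0% = DMSO only wells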
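Material: CHO cell line with stable XBP1 luciferase reporter; buffer or medium: F12 medium containing 10% fetal bovine serum; compound: single point, 20 µM final compound, 1% DMSO; incubation: 6 h treatment, 37 °C; measured by: glow luminescence from Steady-Glo reagent; evaluation: activation, % of tunicamycin; control set: tunicamycin high, DMSO low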
tim23-1 inh: growth inhibitors of tim23-1 mutant yeast, primary screen, luminescence, uHTS; S. cerevisiae tim23-1 growth, BacTiter-Glo luminescence, 24 h; inhibition, % at 20 µM; 330,000 tested, 1.3% active; AID 463212, 2010;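 active means growth inhibition of the mutant yeast at or above 50%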;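 further: temperature-sensitive mutant grown at 25 °C; plate controls were DMSO-treated mutant yeast for no effect and medium wells lacking yeast for full effect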
Mdm2 MdmX PPI: inhibitors of human Mdm2-MdmX association, primary screen, cell-based, luminescence, split luciferase, SaOS-2, uHTS. Protein Mdm4 (Homo sapiens) + E3 ubiquitin-protein ligase Mdm2 (Homo sapiens), …. SaOS-2 split-luciferase Mdm2/MdmX complementation. inhibition, % at 8 µM. 330,000 tested, 3% active;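 active means inhibition of at least 50% at 8 µM in the primary screen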
Target sequence (O15151 whole entry, looked up): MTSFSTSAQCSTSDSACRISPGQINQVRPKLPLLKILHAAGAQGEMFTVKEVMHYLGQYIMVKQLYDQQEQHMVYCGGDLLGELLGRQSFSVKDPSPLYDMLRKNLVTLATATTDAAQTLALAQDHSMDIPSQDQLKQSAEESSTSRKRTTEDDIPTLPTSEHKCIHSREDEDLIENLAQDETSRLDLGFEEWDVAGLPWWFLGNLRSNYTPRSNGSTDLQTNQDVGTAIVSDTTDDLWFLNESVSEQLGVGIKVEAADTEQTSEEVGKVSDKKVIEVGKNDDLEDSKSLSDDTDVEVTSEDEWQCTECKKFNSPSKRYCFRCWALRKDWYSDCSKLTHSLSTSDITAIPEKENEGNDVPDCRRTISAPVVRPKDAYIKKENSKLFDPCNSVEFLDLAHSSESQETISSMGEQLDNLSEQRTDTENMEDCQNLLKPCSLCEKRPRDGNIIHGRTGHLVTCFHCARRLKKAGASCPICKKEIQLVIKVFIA
Target sequence (Q00987 whole entry, looked up): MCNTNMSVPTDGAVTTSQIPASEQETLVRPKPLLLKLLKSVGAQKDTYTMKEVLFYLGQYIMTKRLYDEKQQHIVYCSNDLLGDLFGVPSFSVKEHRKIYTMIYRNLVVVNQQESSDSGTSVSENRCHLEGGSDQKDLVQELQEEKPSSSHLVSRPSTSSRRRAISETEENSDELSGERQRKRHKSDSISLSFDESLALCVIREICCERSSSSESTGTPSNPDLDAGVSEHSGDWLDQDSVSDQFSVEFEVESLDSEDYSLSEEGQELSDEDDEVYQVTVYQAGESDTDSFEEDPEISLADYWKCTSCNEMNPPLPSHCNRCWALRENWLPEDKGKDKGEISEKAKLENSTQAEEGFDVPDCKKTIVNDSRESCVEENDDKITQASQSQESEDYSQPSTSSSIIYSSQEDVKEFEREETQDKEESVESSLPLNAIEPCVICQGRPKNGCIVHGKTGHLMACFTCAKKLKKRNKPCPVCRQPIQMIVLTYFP
697 NFkB inh: inhibitors of PMA/ionomycin-induced NF-kB reporter, 697 cells, primary screen, B-cell NF-kB inhibitor project, cell-based, luminescence, uHTS | 330,000 tested, 0.33% active | inhibition, % at 4 µM | AID 435022, 2010 | 697 B-cell NF-kB luciferase reporter, 16 h; in the data active means inhibition above about 35%
tim10-1 inh: growth inhibitors of tim10-1 mutant yeast, primary screen, luminescence, uHTS | S. cerevisiae tim10-1 ts strain growth, BacTiter-Glo, 24 h | 330,000 tested, 2.2% active | inhibition, % at 20 µM;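 active means inhibition of at least 40%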;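 further: mutant grown at 25 °C; 0% = DMSO wells with yeast and 100% = wells holding no yeast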
Jurkat NFkB inh: inhibitors of induced NF-kB luciferase reporter, primary screen, TCR NF-kB activation inhibitor project, cell-based, luminescence, uHTS; Jurkat, PMA/ionomycin-induced NF-kB luciferase reporter; inhibition, % at 4 µM; 330,000 tested, 0.53% active; in the data active means inhibition above about 50%
UPR CHOP act: activators of apoptotic CHOP UPR arm, primary screen, cell-based, CHO-CHOP luciferase reporter, luminescence, uHTS; UPR activation; percent of tunicamycin response over DMSO baseline; activation, % at 10 µM; 330,000 tested, 0.34% active;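 active means at 10 µM dose, activation of 40% or more, normalized to positive control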;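 further: 100% = tunicamycin at 10 µg/mL and 0% = DMSO alone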
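Assay system: CHO-CHOP cells, stable luciferase reporter of PERK-eIF2a-CHOP signalling / Buffer or medium: F12 plus 10% serum / Compound dosing: one dose, 10 µM in 0.5% DMSO / Times: 6 h compound treatment, 37 °C / Technique: luciferase luminescence / Read-out: % reporter activation, DMSO baseline versus tunicamycin full activation / Benchmarks: tunicamycin and DMSO controls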
* hit, by the source's call.

Below each SMILES – TIM10 inh	XBP1 UPR activ	tim23-1 inh	Mdm2 MdmX PPI	697 NFkB inh	tim10-1 inh	Jurkat NFkB inh	UPR CHOP act
CSc1ccc(C(=O)NCC(c2ccco2)N(C)C)cc1[N+](=O)[O-] (stereo not drawn)
  -14	-4	3	0	-11	-3	-24	0.3
O=C(OC(C(=O)NC1CCCC1)c1ccccc1F)c1ccco1 (stereo not drawn)
  14	-1	18	10	-3	39	-10	0.1
COc1ccc(CC2(CO)CCN(Cc3ccc4nsnc4c3)CC2)cc1
  -3	-3	-15	1	9	-20	-7	0.7
O=C(NC1CCCC1)c1ccc(CSc2nc3ccncc3n2Cc2ccc(F)cc2)cc1
  1	-4	10	-7	-5	9	7	0.2
O=C(C(=O)N1CCN(c2cccc(Cl)c2)CC1)c1c[nH]c2ccccc12
  39	-1	-79	-12	2	4	-4	-1.6
CC(C)c1cc(N2CCOCC2)n2ncc(-c3ccccc3)c2n1
  -4	-2	22	7	-19	23	-36	-0.5
CCCc1nc(NCc2ccccn2)c2nnn(Cc3ccccc3F)c2n1
  1	-3	-49	8	-17	-33	10	-1.9
COc1ccc(N2C(=O)CCC(C(=O)O)C2c2ccc(F)cc2)cc1 (stereo not drawn)
  2	0	9	9	-24	9	-20	-1.9
Cc1ccc(C)n1-c1cccc(C(=O)Nc2ccccc2)c1
  18	3	18	32	-1	20	-2	0.1
COc1ccccc1C(=O)NC(=O)COC(=O)c1nc(Cl)ccc1Cl
  5	-1	13	5	-19	-6	2	-0.8
Cc1cc2[nH]c(=O)c(=O)[nH]c2cc1S(=O)(=O)N1CCN(c2cccc(Cl)c2)CC1
  2	4	15	-16	-5	4	-5	-1.5
Cc1ccccc1C(=O)OCn1nnc2ccccc2c1=O
  11	3	39	-10	-8	25	-6	1.6
O=C1NC(SCCCF)=N/C1=C/c1ccc(-n2cncn2)cc1
  -5	0	-16	-3	23	-12	3	1.3
CC(=O)Nc1cccc(C(=O)OCC(=O)Nc2nnc(-c3ccccc3)o2)c1
  -11	-1	-15	12	-21	-2	0	1.2
OCCNC(=S)c1ccccc1
  17	1	7	-15	8	-14	12	-0.4
CCN(C)Cc1c(C(=O)N2CCc3ccccc3C2)nc2ccc(Cl)cn12
  10	1	6	19	-8	13	2	-0.2
Cc1cc(NC(=O)CSc2nnc(CNc3cccc(C(F)(F)F)c3)n2Cc2ccco2)no1
  -12	4	8	6	8	5	8	0.7
CC1CC1C(=O)N(CCC1=CCCCC1)c1c(N)n(Cc2ccccc2)c(=O)[nH]c1=O (stereo not drawn)
  1	0	13	2	-16	4	8	-0.1
Cc1cccc(OCCOC(=O)c2c(-c3ccccc3)noc2C)c1
  9	-6	-8	55*	-4	-11	38	-0.1
COC(=O)c1ccc(NC(=O)c2ccc(NS(=O)(=O)c3cccc4cccnc34)cc2)cc1
  -6	-6	-6	27	2	-6	-20	-0.6

Single records, as listed above. Order of values: TIM10 inh	XBP1 UPR activ	tim23-1 inh	Mdm2 MdmX PPI	697 NFkB inh	tim10-1 inh	Jurkat NFkB inh	UPR CHOP act
CSc1ccc(C(=O)NCC(c2ccco2)N(C)C)cc1[N+](=O)[O-] (stereo not drawn) across the screens: -14	-4	3	0	-11	-3	-24	0.3
O=C(OC(C(=O)NC1CCCC1)c1ccccc1F)c1ccco1 (stereo not drawn) across the screens: 14	-1	18	10	-3	39	-10	0.1
COc1ccc(N2C(=O)CCC(C(=O)O)C2c2ccc(F)cc2)cc1 (stereo not drawn) across the screens: 2	0	9	9	-24	9	-20	-1.9

(list continues)
Below each SMILES – TIM10 inh	XBP1 UPR activ	tim23-1 inh	Mdm2 MdmX PPI	697 NFkB inh	tim10-1 inh	Jurkat NFkB inh	UPR CHOP act
COC(=O)c1c(NC(=O)C2CC=CCC2C(=O)O)sc(C)c1C (stereo not drawn)
  0	-2	-13	25	14	8	6	-1.1
CCCCN(CC)CCNC(=O)c1cc2c(=O)n(C)c3ccccc3c2n1C
  10	1	12	11	-16	22	-16	-1.5
COc1cc(C)c(S(=O)(=O)NCCCn2ccnc2)cc1C
  -5	-1	-13	2	1	11	-1	-2.5
COc1ccccc1-n1cnc2sc(-c3ccccc3)cc2c1=O
  21	-2	11	-11	-62	20	-52	9.6
NS(=O)(=O)c1ccc(NC(=S)N2CCN(c3cccc(Cl)c3)CC2)cc1
  -11	-2	12	-12	0	24	-3	-2.4
O=C(OCC(=O)N1CCCC1)c1cc(Br)ccc1Cl
  -15	1	5	-3	6	-16	-5	-0.6
O=C(Nc1ccc(F)c(Cl)c1)C1CCCN(c2cnccn2)C1 (stereo not drawn)
  11	-4	7	3	11	-31	-9	1.2
CCOC(=O)c1c(C)n(C)c2ccc(OC)c(NC(=O)c3cccs3)c12
  37	-2	38	-16	-46	5	-1	-1.6
N#CC1(NC(=O)COC(=O)C23CC4CC(CC(O)(C4)C2)C3)CCCCC1
  13	-2	8	26	11	-2	-8	0.2
COc1cc(/C=C2/SC(=S)N(CC3CCCO3)C2=O)ccc1O (stereo not drawn)
  21	2	44	7	-4	33	2	4.4
c1ccc2c(-c3nnc4n3CCCCC4)cc(-c3ccncc3)nc2c1
  10	0	13	11	7	1	-8	-1.4
c1cc2c(cc1CN1CCN(C3CCCCCC3)CC1)OCO2
  -2	2	1	-29	-9	-3	-25	1.5
CCN(CC)c1ccc(CNc2nc3ccccc3n2CC)cc1
  7	1	8	8	0	0	9	-1.0
CCOc1ccc(OCC)c(Nc2cc(C)nc3ncnn23)c1
  11	1	11	44	2	14	-17	0.7
CCCN1CCN(C(=O)C(NC(=O)c2ccco2)C(C)C)CC1 (stereo not drawn)
  0	-5	-4	6	5	0	-8	0.5
CN1/C(=C\C=C(/C#N)C(=O)Nc2ccc(Cl)cc2)C(C)(C)c2ccccc21
  -1	-2	0	4	6	-7	-2	0.1
O=C(NCc1ccco1)C(=O)c1cn(CC(=O)N2CCCCC2)c2ccccc12
  16	0	20	-4	27	22	1	1.4
COc1cc(-c2c(-c3ccc4c(c3)OCO4)noc2C)ccc1F
  0	2	24	36	-34	23	41	0.3
COc1cccc(CN(C(=O)Cc2c[nH]c3ccccc23)C(C(=O)NC2CCCCC2)c2cccs2)c1 (stereo not drawn)
  9	4	33	21	25	15	-1	-1.2
CCOC(=O)NCCOC(=O)Nc1ccc(Cl)cc1
  -15	1	8	11	6	11	12	5.9

New compounds follow.
Below each SMILES – TIM10 inh	XBP1 UPR activ	tim23-1 inh	Mdm2 MdmX PPI	697 NFkB inh	tim10-1 inh	Jurkat NFkB inh	UPR CHOP act
COc1cc(C(C2C(=O)CC(C)(C)CC2=O)C2C(=O)CC(C)(C)CC2=O)ccc1OC(C)=O
  20	-5	10	-7	0	22	4	-1.2
CN1CCN(CC(=O)N2c3ccc(S(=O)(=O)NCCNC(=O)OC(C)(C)C)cc3C(=O)Nc3cccnc32)CC1
  -1	-2	4	8	15	-19	-6	-2.7
Cc1ccc(C(=O)CN(C(=O)c2ccc(Cl)c(Cl)c2)N2C(=O)C3C4C=CC(C4)C3C2=O)cc1 (stereo not drawn)
  33	-1	30	1	9	31	10	1.9
O=C(Nc1cccc(F)c1)[C@@H]1CCCN1
  -11	-2	12	-27	-38	-7	-9	3.2
Cc1ccc2c(c1)C(=O)CC1(CCC(C(C)(C)C)CC1)O2 (stereo not drawn)
  -5	2	15	25	-3	9	4	-0.5
Cc1ccc(S(=O)(=O)N2[C@@H](c3ccc(Cl)cc3)C(C(=O)O)=CC[C@H]2c2ccc3c(c2)OCO3)cc1
  -14	1	-16	12	23	22	9	2.3
Cn1c(SCC(=O)N2CCOCC2)nc2cccnc21
  -2	-1	-12	13	21	12	1	-0.6
Cc1[nH]nc(Nc2ccc(O)cc2)c1[N+](=O)[O-]
  -9	-1	6	15	3	-9	-17	-0.1
Clc1ccc(SCCCCn2ccnc2)cc1
  5	1	-27	7	19	-13	-7	-1.3
O=C(NC(=S)NCCSc1ccccc1)c1cccnc1
  19	2	38	12	2	22	-13	2.5
COC(=O)C1CCN(C(=O)COC(=O)CC(NC(C)=O)c2ccccc2)CC1 (stereo not drawn)
  1	-1	-2	41	-25	8	4	-0.7
COc1ccc(NC(=O)CN2C(=O)C(c3ccccc3)=NC23CCCCCC3)cc1OC
  10	-3	31	4	5	35	-16	-2.4
COc1cccc2c(=O)n(CC(=O)Nc3ccc(F)cc3F)ccc12
  15	3	18	22	0	3	-32	1.1
Cc1cccc(NC(=O)C2CC(=O)NC(Nc3nc4ccccc4s3)=N2)c1 (stereo not drawn)
  -16	-2	-7	14	5	-12	-8	-2.0
Cc1ccc(NC(=O)CCn2nc([N+](=O)[O-])cc2C)nc1
  7	-1	5	16	14	11	0	-0.6
O=C(CSc1nnc(CNC(=O)c2cccc(C(F)(F)F)c2)o1)NC1CCCCC1
  8	-3	14	14	4	6	3	2.2
CN(CC(=O)Nc1ccc(OC(F)(F)F)cc1)C(=O)Cn1c(=O)cnc2ccccc21
  -1	-4	-10	-10	6	-19	-11	0.0
CCNC(=O)COc1ccc2ccccc2c1
  -20	3	2	-6	-17	16	-30	3.3
Cc1noc(C)c1-c1ccc2ncnc(NC(C)c3ccco3)c2c1 (stereo not drawn)
  -6	1	5	84*	0	-8	-1	2.1
Cn1cc(/C=C2\SC(=O)NC2=S)c2ccccc21
  -8	17	10	22	-10	-3	-9	51*
CC(C)NC(=S)NN=C1CCC(c2ccccc2)CC1 (stereo not drawn)
  2	1	-12	-4	-20	9	4	1.7
Cc1ccc(C2(c3ccccc3)NC(=O)N(CC(=O)NC3(C#N)CCCC3)C2=O)cc1C (stereo not drawn)
  6	-2	15	-20	17	11	20	1.0
COc1cc(CN(CCN(C)C)Cc2ccccc2)ccc1OCc1ccccc1
  7	-1	15	22	-5	6	-4	2.9
